Bcl-xL primary – blocks human Bcl-xL binding to Bim BH3 peptide. hit rate 0.7% among 320,000. AID 2129. inhibition, % at 10.9 µM. GST-Bcl-xL / FITC-Bim BH3 peptide fluorescence polarization;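 active = inhibition above the mean of all tested compounds plus 3 SD, cutoff set per campaign, cut at about 30% in these data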;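 note: 0% = DMSO wells and 100% = unlabeled Bim-BH3 peptide competitor; inhibitors lower millipolarization by displacing the labeled peptide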
Target sequence (Q07817 whole entry, looked up): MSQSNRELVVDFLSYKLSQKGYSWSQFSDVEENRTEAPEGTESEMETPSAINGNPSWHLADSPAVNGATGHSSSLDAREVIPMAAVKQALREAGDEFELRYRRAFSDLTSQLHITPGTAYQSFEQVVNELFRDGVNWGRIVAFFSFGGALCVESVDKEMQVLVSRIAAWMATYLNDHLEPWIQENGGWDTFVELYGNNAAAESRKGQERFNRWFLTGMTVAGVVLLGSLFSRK
MEX-5 binding – C. elegans MEX-5 TCR-2 RNA binding activity; Q9XUB2; MEX-5/FITC-TCR2 RNA binding, fluorescence polarization; hits give low values; activity score (negative = inhibition of binding), % at 10 µM; hit rate 0.38% among 300,000;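 active = inhibition past about -25% in most replicates, and total fluorescence under double the plate's negative control median, limit read from the data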;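 note: 0% = DMSO and -100% = 5 µM competing unlabeled TCR2 RNA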
VLA-4 inh – inhibition in a human VLA-4 binding assay. hit rate 0.2% among 330,000. VLA-4 expressing cells, ligand binding flow cytometry. P13612. inhibition, % (about 7 µM as worked out from the volumes in the protocol). AID 2557; in the data active = inhibition above about 50%
MCL1-BIM inh – MCL1-BIM-BH3 interaction inhibition (human); GST-MCL1 / FITC-Bim-BH3 fluorescence polarization; inhibition, % at 10.9 µM; hit rate 0.68% among 320,000; AID 2057;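 active = inhibition above the mean inhibition of all tested compounds plus 3 SD, set per campaign, cut at about 40% in these data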;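 note: 0% = DMSO wells and 100% = unlabeled Bim-BH3 peptide control; higher means more loss of mP so more displacement of Bim peptide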
Target sequence (Q07820 whole entry, looked up): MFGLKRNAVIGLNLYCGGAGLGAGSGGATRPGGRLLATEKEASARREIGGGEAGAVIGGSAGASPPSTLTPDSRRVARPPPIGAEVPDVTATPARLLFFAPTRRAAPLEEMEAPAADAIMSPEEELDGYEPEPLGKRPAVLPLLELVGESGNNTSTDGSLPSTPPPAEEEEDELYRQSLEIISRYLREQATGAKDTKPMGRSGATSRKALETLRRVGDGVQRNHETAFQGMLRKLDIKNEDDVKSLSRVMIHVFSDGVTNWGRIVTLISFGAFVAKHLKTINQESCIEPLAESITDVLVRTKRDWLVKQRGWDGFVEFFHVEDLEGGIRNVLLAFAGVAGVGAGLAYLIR
GRK2 inh – human GRK2 inhibition via aptamer displacement | P25098 | bead flow cytometry, FAM-aptamer displacement from GRK2 | inhibition of aptamer binding, % at 10 µM | hit rate 0.59% among 330,000 | AID 488847;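 active = inhibition of aptamer binding above 40%, roughly 3 SD of noise, on plates passing a quality check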;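 note: median bead fluorescence of bound FAM aptamer so fluorescent compounds give negative values; no value below 0 was filed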
Yeast superoxide – lowers age-related superoxide in aged yeast cells | S. cerevisiae aged cells, superoxide DHE fluorescence; hits give low values | hit rate 0.18% among 330,000 | AID 2690 | superoxide response (% of plate mean), % at 10 µM;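 active = superoxide response under a set limit, about three screen SD below normal, cut at about 65% in these data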;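 note: yeast aged for seven days with compound at 30 °C before DHE staining; 100% = average MFI of all compound-treated wells on the plate with controls excluded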
GLD-1 TGE inh – GLD-1-TGE RNA interaction inhibition (C. elegans). purified GLD-1 + fluorescein TGE RNA, fluorescence polarization. AID 2280. hit rate 0.44% among 320,000. inhibition, % at 5.96 µM;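 active = percent inhibition above a per-plate cutoff, the plate mean of test compounds plus 3 SD, cut at about 30% in these data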;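 note: 0% = DMSO wells with GLD-1 and probe and 100% = wells lacking GLD-1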
AGP1 TOR yeast – modulators of TOR pathway AGP1-GFP in S. cerevisiae | S. cerevisiae AGP1-GFP multiplex flow cytometry, 3 h; GFP as percent of DMSO wells | GFP response vs DMSO, % at 10 µM | hit rate 0.02% among 320,000 | AID 2066;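 active = GFP response relative to DMSO above a set limit, near screen average plus 3 SD, cut at about 150% in these data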;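 note: median GFP channel fluorescence of the gated AGP1 strain per well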
CIT2 TOR yeast – alters CIT2-GFP fluorescence in TOR pathway yeast screen. S. cerevisiae CIT2-GFP strain, flow cytometry, 3 h; 100 means same as DMSO wells. GFP response vs DMSO, % at 10 µM. hit rate 0.065% among 320,000;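 active = GFP response relative to DMSO above a set limit, near the screen mean plus 3 SD, cut at about 150% in these data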;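 note: ratio of well median GFP fluorescence to mean of DMSO wells on the plate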
* = called active by the depositor; . = not tested or not shown.

Molecule	Bcl-xL primary	MEX-5 binding	VLA-4 inh	MCL1-BIM inh	GRK2 inh	Yeast superoxide	GLD-1 TGE inh	AGP1 TOR yeast	CIT2 TOR yeast
O=C(Cn1c(C(F)(F)F)nc2ccccc21)NCCN1CCCC1	7	.	0	12	2	112	0	111	108
Cc1ccnc(NS(=O)(=O)c2ccc(NC(=O)c3oc4ccc(F)cc4c3C)cc2)n1	.	.	10	.	0	106	.	95	95
CCCCn1c(N)c(N(CC(C)C)C(=O)c2ccc([N+](=O)[O-])o2)c(=O)[nH]c1=O	0	.	-3	3	0	138	10	91	88
CN1CCN(C2=C(NS(=O)(=O)c3ccccc3)C(=O)c3ccccc3C2=O)CC1	7	-2.4	-8	2	2	168	19	85	97
CC1CCCN(C(=O)COC(=O)CSc2ccc(C(N)=O)cc2[N+](=O)[O-])C1 (centres undefined)	-6	0.6	11	-6	3	128	4	114	101
CCOC(=O)c1c(-c2ccc(OC)cc2)csc1/N=C/N(C)C	3	0.9	-12	19	0	87	2	100	107
CC(C)N(C(=O)Cn1c(SCC(=O)NCc2ccc3c(c2)OCO3)nc2ccccc21)C(C)C	1	1.2	8	-6	2	100	-5	93	91
CCNC(=O)NC(=O)C(C)OC(=O)c1cccn1C (centres undefined)	2	2.4	39	4	1	85	6	101	93
CCC(CC)CN1C(N(C)C)=NC[C@@H]1CC(C)C	2	.	34	1	0	94	3	95	95
COc1ccc(C(CNC(=O)COc2cc(C)c(Cl)c(C)c2)N2CCCCC2)cc1 (centres undefined)	-4	11	-16	-5	0	107	-27	104	105
CCC(=O)N(Cc1ccc2c(c1)OCO2)Cc1cc2cc(OC)ccc2[nH]c1=O	11	-1.6	2	8	2	100	0	96	98
COCCN(C)C(=O)CCc1nnc(Cc2ccc(-c3ccccc3)cc2)o1	2	2.8	-5	-8	0	91	6	104	92
COc1ccc(N2CCN(C(=O)CSc3ccc([N+](=O)[O-])cc3)CC2)cc1	-3	1.8	2	5	1	87	-2	86	75
Cc1cccc(N2CCN(C(=O)c3ccccc3SCC(=O)N3CCCC3)CC2)c1C	1	.	2	1	1	98	5	91	88
Cc1cc(OCC(F)(F)C(F)(F)C(F)(F)C(F)F)nc(N)n1	6	0.7	-3	7	2	100	5	105	102
CCOC(=O)c1cnc2c(-c3ccc(Cl)cc3)c(C)nn2c1N	5	-1.9	13	3	0	113	1	106	100
Nc1cc(=O)[nH]c(SCC(=O)Nc2ccc(N3CCCCC3)cc2)n1	.	.	9	.	3	90	-1	93	88
CCC(C)NC(=O)C1CCN(S(=O)(=O)c2ccc(Br)s2)CC1 (centres undefined)	3	-1.3	-8	-4	0	89	7	99	95
Clc1ccc(CN2CCSCC2)cc1Cl	2	-0.9	1	-6	0	96	-2	101	108
COc1ccc(-c2noc(N3CCC(C(=O)Nc4cc(OC)ccc4OC)CC3)n2)cc1	12	2.4	-8	0	0	89	7	105	108
COc1ccc(C2C(C(=O)O)CC(=O)N2c2ccc(OC)cc2)cc1 (centres undefined)	1	0.0	6	12	1	111	3	104	102
Cc1ccnc(NC(=S)NC(=O)c2cncc(Br)c2)c1	7	0.0	.	15	0	83	-2	90	87
COc1cccc(C(=O)Oc2c(Br)cc(Br)cc2/C=N/NC(=O)c2cc(C)[nH]n2)c1	-7	0.4	11	-13	1	105	8	100	101
O=C(N/N=C/c1cccnc1)c1ccc(O)cc1	4	-3.2	11	-2	0	98	3	105	106
O=C(NCC(=O)N1CCC2(CC1)NCCc1[nH]cnc12)c1ccc2ccccc2c1	2	0.4	13	1	2	87	-6	96	104

An excerpt from above, showing only GRK2 inh.
canonical_smiles | GRK2 inh
O=C(NCC(=O)N1CCC2(CC1)NCCc1[nH]cnc12)c1ccc2ccccc2c1 | 2
CCC(C)NC(=O)C1CCN(S(=O)(=O)c2ccc(Br)s2)CC1 (centres undefined) | 0
CCC(=O)N(Cc1ccc2c(c1)OCO2)Cc1cc2cc(OC)ccc2[nH]c1=O | 2
Cc1cccc(N2CCN(C(=O)c3ccccc3SCC(=O)N3CCCC3)CC2)c1C | 1
COc1ccc(C(CNC(=O)COc2cc(C)c(Cl)c(C)c2)N2CCCCC2)cc1 (centres undefined) | 0
CCNC(=O)NC(=O)C(C)OC(=O)c1cccn1C (centres undefined) | 1

The results go on:
Molecule	Bcl-xL primary	MEX-5 binding	VLA-4 inh	MCL1-BIM inh	GRK2 inh	Yeast superoxide	GLD-1 TGE inh	AGP1 TOR yeast	CIT2 TOR yeast
O=C(Cc1ccccc1F)c1ccc(O)cc1O	4	1.9	1	-1	0	105	0	88	83
Nc1nc(SCc2ccccc2)n[nH]1	-2	0.6	0	5	2	115	1	105	94
Cc1[nH]c(=O)[nH]c(=O)c1S(=O)(=O)N1CCC(C(=O)NC(C)c2ccccc2)CC1 (centres undefined)	5	-0.8	9	-1	0	115	-3	101	112
CNc1nc(OC)nc(N(C#N)CN2C(=O)c3ccccc3S2(=O)=O)n1	-3	0.5	2	-6	0	110	3	104	97
CN(CC(=O)Nc1ccccc1Cl)C(=O)COC(=O)c1ccccc1[N+](=O)[O-]	0	1.5	6	-7	2	111	5	103	93
COc1ccc(C(=O)O/N=C2\CCS(=O)(=O)c3sccc32)cc1	10	1.5	-4	2	1	89	2	94	93
COCCNC(=O)C(c1ccc(Cl)cc1)N(Cc1ccco1)C(=O)CCC(=O)Nc1ccccn1 (centres undefined)	6	-0.1	0	-4	0	78	5	116	126
CCOC(=O)N1CCc2c(sc3c2c(=O)n(-c2ccc(CC)cc2)c(=O)n3CC(=O)NCC2CCCO2)C1 (centres undefined)	3	-3.4	21	3	2	103	1	108	110
O=C(c1ccc2nc(Cc3ccccc3F)oc2c1)N1CCCC1	9	1.5	4	6	1	91	2	99	95
NS(=O)(=O)c1ccc(N/N=C/c2ccccc2C(=O)O)c([N+](=O)[O-])c1	2	0.5	-1	-4	0	104	2	101	107
COc1ccc(N2CCN(C(=O)CSc3nnc(CNc4ccccc4)o3)CC2)cc1	3	-0.6	-15	-10	0	119	-4	103	92
COc1ccc(-n2cnnc2SCC(=O)N2CCN(S(=O)(=O)c3ccccc3)CC2)cc1	6	-0.6	6	2	0	106	13	96	87
O=C(O)CC/C(=N\NC(=O)c1ccccc1)c1cccs1	3	3.1	4	4	0	119	5	113	109
N#Cc1ccccc1S(=O)(=O)N1CCN(CC(O)COc2ccccc2F)CC1 (centres undefined)	2	-0.4	3	-3	54*	99	-4	92	94
Fc1ccccc1/C=N/Nc1ncnc2nc[nH]c12	2	-7.5	-6	3	0	108	6	98	95
Cc1ccc(S(=O)(=O)N[C@H](C(=O)OCC(=O)NC(=O)NCc2ccco2)C(C)C)cc1	.	.	7	.	12	94	4	94	97
CC(=O)c1sccc1NC(=O)CC(C)(C)CC(=O)O	4	1.4	-4	7	3	94	-1	96	97
CCSc1nc(N)c(C#N)c(-c2ccco2)c1C#N	2	-0.1	6	0	0	104	-6	91	106
CCNC(=S)N1CCN(c2nc(-c3ccc(F)cc3)cs2)CC1	-1	0.1	-5	9	2	109	-1	98	101
CC(C)(C)C(=O)Nc1nnc(Cc2ccccc2)s1	3	.	8	3	1	94	0	106	102
CC1CCCN(S(=O)(=O)c2ccc([N+](=O)[O-])cc2)C1 (centres undefined)	.	-0.7	-3	.	1	107	.	104	103
COc1ccc(S(=O)(=O)NCCCCOc2ccc(Cl)cc2)cc1	1	1.9	2	2	0	108	-8	90	89
OC(CNCc1ccccc1F)COc1cccc2ccccc12 (centres undefined)	5	0.6	10	-1	0	115	-10	107	107
O=S(=O)(NCc1ccccn1)c1cc(OCC(F)(F)F)ccc1OCC(F)(F)F	1	1.0	-1	3	0	87	7	88	102
N=c1c2c3c(sc2ncn1N)CCCC3	-6	-0.3	15	-14	2	123	-1	94	90

The final two compounds of the section above lead into the next:
SMILES | Bcl-xL primary | MEX-5 binding | VLA-4 inh | MCL1-BIM inh | GRK2 inh | Yeast superoxide | GLD-1 TGE inh | AGP1 TOR yeast | CIT2 TOR yeast
O=S(=O)(NCc1ccccn1)c1cc(OCC(F)(F)F)ccc1OCC(F)(F)F | 1 | 1.0 | -1 | 3 | 0 | 87 | 7 | 88 | 102
N=c1c2c3c(sc2ncn1N)CCCC3 | -6 | -0.3 | 15 | -14 | 2 | 123 | -1 | 94 | 90
O=C(NNC(=O)C1CCN(S(=O)(=O)c2ccccc2)CC1)c1ccccc1O | 5 | -7.1 | -4 | 4 | 0 | 96 | 2 | 97 | 98
Cc1cc(=O)oc(C)c1C(=O)N1CCN(Cc2ccc3c(c2)OCO3)CC1 | 5 | -1.4 | 3 | 4 | 0 | 94 | 5 | 93 | 96
O=C(Nc1cccc(Cl)c1)c1ccc(Cn2cc(Cl)cn2)cc1 | 7 | 1.5 | . | 12 | 0 | 95 | 1 | 103 | 85
CCS(=O)(=O)N1Cc2ccccc2CC1C(=O)Nc1ccc(OC)cc1 (centres undefined) | 8 | -0.4 | 14 | 2 | 0 | 95 | 16 | 90 | 84

Source: PubChem (several laboratories)
